High-throughput results as filed in PubChem.
Tb PFK inh: blocks T. brucei phosphofructokinase; O15648; T. brucei PFK, ADP-Glo luminescence; Potency, µM (doses to about 57.5 µM), inactives show top-dose activity, negative = inhibition, hits mostly inhibitors; actives 0.17% (n = 330,000);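 note: potency is the fitted concentration of half-maximal effect; 0% = uninhibited 1x PFK enzyme wells and -100% = no-enzyme wells; nearly all actives have a fitted effect of over 60% in size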
Target sequence (O15648 whole entry, looked up): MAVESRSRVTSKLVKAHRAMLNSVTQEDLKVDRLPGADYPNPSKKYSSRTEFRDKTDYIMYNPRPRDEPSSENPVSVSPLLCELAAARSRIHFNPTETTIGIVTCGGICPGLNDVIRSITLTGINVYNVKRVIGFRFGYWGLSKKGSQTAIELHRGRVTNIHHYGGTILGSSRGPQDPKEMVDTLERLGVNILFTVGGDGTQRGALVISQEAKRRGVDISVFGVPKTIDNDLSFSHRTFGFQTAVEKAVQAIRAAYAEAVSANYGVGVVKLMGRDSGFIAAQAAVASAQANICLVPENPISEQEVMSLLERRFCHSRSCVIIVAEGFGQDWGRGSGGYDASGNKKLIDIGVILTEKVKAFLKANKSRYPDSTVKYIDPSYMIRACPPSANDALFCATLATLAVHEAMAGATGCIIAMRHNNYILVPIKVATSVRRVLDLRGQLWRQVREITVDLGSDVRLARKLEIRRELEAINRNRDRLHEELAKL
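Luminescent ADP detection (ADP-Glo, two-step: ATP depletion then ADP-to-ATP conversion for luciferase) reported PFK activity after 45 min room-temperature reaction of 1.25 nM enzyme with 0.5 mM F6P and 0.1 mM ATP at pH 8.0.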
p53 reactivator: re-activators of mutant p53 | AID 504706 | Potency, µM (series often up to 92.2 µM), for the others: at the highest dose activity change, positive = activation, usual class: activators | H1299 p53-A138V BP100-luciferase reporter, luminescence, 24 h | actives 0.063% (n = 320,000); note: potency is the fitted concentration of half-maximal effect; % of control where 0% means no effect; nearly all actives have a fitted effect of over 45% in size
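p53-null H1299 cells stably carrying temperature-sensitive p53-A138V and a BP100-luciferase reporter were pinned with compounds (4-point, 1:5 series) and held 24 hrs at 37 deg C. Luminescence was read 10 min after detection reagent.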
TRPV1 ag: human TRPV1 agonism; actives 0.19% (n = 320,000); TRPV1-expressing cells, Fluo-8 calcium influx, agonist mode; Q8NER1; activation, % at 8.33 µM; in the data active = activation above about 80%; inconclusive = between about 30% and that limit; note: 0% is about no effect
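Fluo-8 calcium influx in TRPV1-expressing cells, kinetic read (ex 480/em 520 nm). Compound added and read 3 min for agonist activity, followed by capsaicin at EC20 final and 2 min further read for enhancement.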
Gal4-VP16 FLuc: counter-screen for ROR gamma inhibitors: Gal4-VP16 reporter; Drosophila S2 Gal4-VP16 UAS-luciferase, luminescence, 20 h; Potency, µM (series often up to 53.6 µM), for inactives: at the highest dose activity, negative = inhibition, usual class: inhibitors; actives 3.5% (n = 310,000); AID 2546;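 note: Gal4-VP16 expression switched on by copper sulfate through the metallothionein promoter; potency is the fitted concentration of half-maximal effect; % is set by controls: 0 for no effect and ±100 for the full control effect; nearly all actives have a fitted effect of over 50% in size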
RORg inh: ROR gamma (mouse) transcription inhibition. Drosophila S2 Gal4-RORgamma UAS-luciferase reporter, 20 h. Potency, µM (top dose mostly 53.6 µM), for the others: at the top dose activity change, negative = inhibition, most hits filed as inhibitors. actives 5.4% (n = 310,000). AID 2551; note: potency is the fitted concentration of half-maximal effect; % is set by controls: 0 for no effect and ±100 for the full control effect; nearly all actives have a fitted effect of over 60% in size
Target sequence (P51450 whole entry, looked up, the tested form may be a part): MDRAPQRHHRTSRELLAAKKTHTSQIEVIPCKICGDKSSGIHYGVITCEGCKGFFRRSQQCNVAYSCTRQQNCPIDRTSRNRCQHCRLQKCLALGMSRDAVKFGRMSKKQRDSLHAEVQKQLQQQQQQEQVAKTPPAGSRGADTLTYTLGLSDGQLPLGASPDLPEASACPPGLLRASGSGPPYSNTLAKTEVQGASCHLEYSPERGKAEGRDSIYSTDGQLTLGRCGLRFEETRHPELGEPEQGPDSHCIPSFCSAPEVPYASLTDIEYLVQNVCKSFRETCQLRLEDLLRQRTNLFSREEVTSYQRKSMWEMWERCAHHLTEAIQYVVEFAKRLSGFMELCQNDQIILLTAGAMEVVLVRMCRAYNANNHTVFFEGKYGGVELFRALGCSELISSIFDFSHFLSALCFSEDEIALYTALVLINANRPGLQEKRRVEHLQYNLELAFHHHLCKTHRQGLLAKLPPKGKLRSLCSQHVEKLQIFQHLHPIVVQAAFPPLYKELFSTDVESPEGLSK
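Drosophila S2 cells stably expressing Gal4-DBD/mouse RORγ fusion under metallothionein promoter plus UAS-luciferase; compound 1 h, then 700 uM CuSO4 induction for 20 h at ambient temperature; inhibition read as reduced luminescence.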
NPC1 prom act: activators of NPC1 promoter | Huh7 NPC1 promoter luciferase reporter, 24 h | Potency, µM (doses to about 9.22 µM), without a hit: at the top dose activation, actives largely listed as activators | actives 2.4% (n = 320,000) | AID 485313;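 note: potency is the fitted concentration of half-maximal effect; % of control where 0% means no effect; nearly all actives have a fitted effect of over 60% in size; reporter is driven by a mutant NPC1 promoter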
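Quantitative HTS used a cell-based reporter: Huh7 cells stably bearing the NPC1 promoter upstream of luciferase were treated with compounds for 24 h, and promoter activation was read as luminescence.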
BRCA1 expr up: activators of BRCA1 expression. MCF7-BRCA1-FFLuc reporter, luminescence, 48 h; response scale: scaled: vehicle 0%, 10 µM genistein 100%. Potency, µM (series often up to 46.1 µM), for inactives: at the highest dose activation, usual class: activators. actives 1.1% (n = 380,000); note: potency is the fitted concentration of half-maximal effect; nearly all actives have a fitted effect of over 80% in size; some results filed as inactive show a strong effect at the top dose
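MCF7-BRCA1-FFLuc, 2000 cells/well; 2 h attach, 37 °C/5% CO2; compound 48 h; luciferase substrate 15 min; luminescence end-point. Norm. to genistein 10 microM max activation and DMSO; concentration-response curves fitted.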
ELG1 genotox: induces genotoxicity in HEK293T cells with luciferase-tagged ELG1. AID 504466. Potency, µM (top dose mostly 46 µM), without a hit: top-dose activity change, positive = activation, usual class: activators. HEK293T ELG1-luciferase reporter, luminescence, 16 h. actives 1.3% (n = 330,000); note: potency is the fitted concentration of half-maximal effect; % of control where 0% means no effect; nearly all actives have a fitted effect of over 60% in size
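After overnight (16 hr) compound treatment at 37 °C, ELG1-luciferase HEK293T cells were lysed with ONE-Glo; luminescence quantified 30 min later at room temperature.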
FLuc counter: counter-screen for miR-21 project: firefly luciferase inhibitors or activators; P08659; purified FLuc, Km substrates, luminescence inhibition; Potency, µM (top dose mostly 57.5 µM), without a hit: top-dose activity change, negative = inhibition, usual class: inhibitors; actives 6.9% (n = 360,000);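 note: potency is the fitted concentration of half-maximal effect; plate controls were vehicle for no effect and reference inhibitor for full effect; nearly all actives have a fitted effect of over 55% in size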
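Biochemical qHTS of compounds, final roughly 60 µM downward over six points, against 10 nM purified firefly luciferase using Km concentrations of substrates (10 uM D-luciferin, 10 uM ATP) in Tris acetate pH 7.5 buffer; luminescence output.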
Rab9 prom act: activates the Rab9 promoter; Huh7 Rab9 promoter-luciferase reporter, luminescence, 24 h; Potency, µM (titrated, usually from 9.22 µM), without a hit: at the highest dose activation, negative = inhibition, hits mostly activators; actives 2.8% (n = 320,000); note: potency is the fitted concentration of half-maximal effect; % of control where 0% means no effect; nearly all actives have a fitted effect of over 60% in size
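Huh7 cells stably carrying a Rab9 promoter-luciferase reporter, 1500 cells per well in OP-MEM I with 10% FBS, treated with compound 24 hours at 37C. Luciferase activity read by luminescence after 10 minutes with Amplite reagent.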
ELG1 repair inh: blocks ELG1-dependent DNA repair in HEK293T cells; HEK293T ELG1-luciferase reporter, luminescence, 16 h; DNA damage induced by 5-fluorouridine; Potency, µM (highest dose often 46.1 µM), without a hit: top-dose activity change, negative = inhibition, hits mostly inhibitors; actives 2.3% (n = 330,000); AID 504467; note: potency is the fitted concentration of half-maximal effect; % is set by controls: 0 for no effect and ±100 for the full control effect; nearly all actives have a fitted effect of over 55% in size
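HEK293T cells expressing luciferase-tagged ELG1 (2,000/well) received 5-Fluorouridine plus compound or DMSO for 16 hr at 37 °C. Luciferase was read by ONE-Glo luminescence after 30 min at room temperature.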
Active calls of the source: *; ? = inconclusive; · = no result given; & = joins results of further samples; [ ] = dose if it differs, or a comment. Unless noted, calls come from the whole dose curve; as a rule, active = well fitted curve in the direction sought with a large enough effect; inconclusive = small, poorly fitted or top-dose-only effect, or another doubt; inactive = no such curve, though single readings can be large; an effect the other way counts as inactive or inconclusive.

nr	molecule	Tb PFK inh	p53 reactivator	TRPV1 ag	Gal4-VP16 FLuc	RORg inh	NPC1 prom act	BRCA1 expr up	ELG1 genotox	FLuc counter	Rab9 prom act	ELG1 repair inh
1	Cc1ccc(-c2nc3ccccc3s2)cc1NC(=S)NC(=O)c1cccc2ccccc12	3%	?	1	16%	-16%	-2%	-26%	?	11µM*	1%	?
2	Cc1ccc(C(=O)N(CC(=O)NC2CCCC2)c2cccc(F)c2)s1	-10%	1%	23	-3%	31%	0%	-25%	-1%	4%	1%	3%
3	COC(=O)[C@@H]1C[C@@]2(O)[C@@H](O)[C@@H](O)[C@@H](O)C[C@H]2N1Cc1ccc(-c2ccccc2)cc1	2%	3%	24	1%&7%	-12%&-13%	0%	1%	3%	-3%	-2%	11%
4	Cc1nnc(SCC(=O)NC(C)(C)C)n1NCc1ccc(Cl)cc1	1%	-2%	0	5%	-19%	0%	-6%	0%	1%	-7%	2%
5	COc1ccccc1[C@H]1C(c2ccccc2)=NN(c2ccccc2)[C@@H]1CO	1%	4%	·	?	44%	·	-25%	-3%	·	·	4%
6	CCOC(=O)CNC(=O)c1ccc(OCC(F)(F)F)cc1	-15%	12%	3	5%	-16%	?	?	11%	?	2µM*	?
7	CCc1ccc(-c2cc(C(=O)Nc3c(C)n(C)n(-c4ccccc4)c3=O)c3ccccc3n2)s1	-2%	6%	-2	5%	45%	1%	-19%	-8%	12µM*	5%	?
8	O=C(Nc1ccc(S(=O)(=O)NCc2ccco2)cc1)C1CCCCC1	-7%	-3%	-4	-15%	?	-2%	-28%	0%	-3%	-13%	-9%
9	CCC(C)NC(=O)COC(=O)Cc1sc(N)nc1-c1ccc(C)cc1 (stereo not given)	1%	23%	-3	-7%	-13%	-1%	-10%	1%	-1%	-4%	4%
10	Cc1ccccc1Cn1cc(NC(=O)c2nc3ncccn3n2)cn1	4%	14%	-1	5%	30%	20%	55%	?	?	?	?
11	Cc1nn(S(=O)(=O)c2ccc(F)cc2)c(C)c1S(=O)(=O)N1CCCCC1	-4%	10%	-1	-2%	-6%	-4%	19%&15%	2%	4%&0%	1%	16%
12	CCCCn1c(SCC(=O)c2ccc(O)cc2O)nc2cc(S(N)(=O)=O)ccc21	-3%	-1%	3	-14%	16%	1%	-38%	3%	-7%	-2%	-14%
13	COc1ccc(C(=O)NCCc2nnc3ccc(SCC(=O)Nc4ccccc4F)nn23)cc1	-1%	-2%	0	-6%	1%	0%	2%	-7%	1%	3%	-8%
14	CC(C)CCNC(=O)CNC(=S)N(CCCN1CCOCC1)Cc1cccs1	4%	-7%	-1	10%	-2%	-1%	-14%	1%	0%	-2%	14%
15	COc1cc(SC)ccc1C(=O)Nc1nc(C)cs1	-6%	-11%	11	4µM*	1.3µM*	?	-59%	0.058µM*	0.076µM*	?	?
16	CC(C)c1nc(CNC(=O)CCc2nnc(-c3ccsc3)o2)cs1	0%	2%	4	4%	28%	0%	6%	2%	-4%	2%	13%
17	CC(NS(=O)(=O)c1ccc2c(c1)CC(=O)N2C)c1ccccc1 (stereo not given)	-4%	-6%	0	2%	-2%	-2%	-26%	1%	-3%	0%	6%
18	CC(=O)Nc1ccc(S(=O)(=O)N2CCN(S(=O)(=O)c3ccc(NC(C)=O)cc3)CC2)cc1	2%	-3%	-2	-7%	11%	1%	0%	-1%	4%	-1%	8%
19	CCn1c2ccccc2c2cc(NC(=O)COC(=O)c3cc(S(N)(=O)=O)c(Cl)cc3Cl)ccc21	-5%	-1%	-1	-19%	33%	1%	-13%	7%	-6%	-8%	6%
20	CCOc1ccc(CNS(=O)(=O)c2cc(-c3cc(C)no3)ccc2OC)cc1OC	-8%	6%	-5	6%	-3%	0%	0%	1%	1%	-4%	12%
21	C/C(=N\NC(=O)c1ccc(N2CCCC2=O)cc1)c1ccncc1	1%	13%	0	0%	1%	-3%	-7%	2%	-2%	-4%	?
22	O=C(NNC(=O)c1cccnc1)Nc1cccc2ccccc12	-9%	-4%	8	-4%	11%	-3%	3%	2%	11%	-2%	8%
23	COc1ccc(NC(=O)CCS(=O)(=O)c2ccc3nc(C)sc3c2)cc1OC	0%	16%	-3	2%	17%	-7%	13%	0%	-1%	-2%	12%
24	C/C(=N\NC(=O)c1c(Cl)c(C)nn1C)c1cccc(NC(=O)COc2ccc(Cl)cc2)c1	-9%	4%	3	-27%	12%	?	-3%	3%	8.5µM*	26%	16µM*
25	C/C(=N\N1CCN(C2c3ccccc3-c3ccccc32)CC1)c1cccnc1	0%	-9%	-5	-8%	-14%	1%	-27%	-3%	3%	-3%	-20%
26	O=C(NCc1nc(-c2ccccc2)no1)c1cccs1	-4%	0%	7	-13%	?	1%	-5%	-1%	-2%	-4%	-2%
27	O=C(NC(=S)Nc1ccc2c(c1)OCO2)c1ccc(Cl)cc1	1%	?	-1	5.6µM*	5µM*	4µM*	6.3µM*	?	?	2.2µM*	?
28	Fc1ccc(N2CCN(c3ccc4c(C(F)(F)F)cc(C(F)(F)F)nc4n3)CC2)cc1	-1%	-1%	1	-1%	?	1%	-1%[1.84 µM]	-6%	3%	-1%	-12%
29	CC1(OC(=O)CCc2ccccc2)C(=O)C=C2C=C(c3ccsc3)OC=C2C1=O (stereo not given)	5%	-2%	19	0%&-6%	4%&-1%	-2%	·	1%	0%	2%	?
30	O=C(O)CCCNS(=O)(=O)c1ccc(Br)s1	-4%	-3%	0	-9%	-4%	-3%	-3%	3%	8%	-8%	-9%
31	Cc1ccc2nc(-c3cccc(S(=O)(=O)N(C)C)c3)cn2c1	0%	?	6	-15%	34%	?	?	12%	?	3.2µM*	?
32	COc1ccc(/C=C/C(=O)Nc2cc(F)ccc2C)cc1S(=O)(=O)N1CCOCC1	3%	-5%	-1	-15%	-6%	-4%	-20%	-8%	-1%	1%	?
33	CCn1nc(NS(=O)(=O)c2ccccc2[N+](=O)[O-])c2cc3cccc(C)c3nc21	1%	-3%	-2	-9%	-8%	-2%	-19%	-1%	?	-5%	14%
34	CCOC(=O)[C@@H]1[C@H]2COc3ccc(Br)cc3[C@@H]2N2C(=O)N(c3cccc(F)c3)C(=O)[C@@]12C	-5%	6%	5	4%	18µM*	0%	-16%	-2%	1%	4%	15%

Entries 26–31, quoted:
nr	molecule	Tb PFK inh	p53 reactivator	TRPV1 ag	Gal4-VP16 FLuc	RORg inh	NPC1 prom act	BRCA1 expr up	ELG1 genotox	FLuc counter	Rab9 prom act	ELG1 repair inh
26	O=C(NCc1nc(-c2ccccc2)no1)c1cccs1	-4%	0%	7	-13%	?	1%	-5%	-1%	-2%	-4%	-2%
27	O=C(NC(=S)Nc1ccc2c(c1)OCO2)c1ccc(Cl)cc1	1%	?	-1	5.6µM*	5µM*	4µM*	6.3µM*	?	?	2.2µM*	?
28	Fc1ccc(N2CCN(c3ccc4c(C(F)(F)F)cc(C(F)(F)F)nc4n3)CC2)cc1	-1%	-1%	1	-1%	?	1%	-1%[1.84 µM]	-6%	3%	-1%	-12%
29	CC1(OC(=O)CCc2ccccc2)C(=O)C=C2C=C(c3ccsc3)OC=C2C1=O (stereo not given)	5%	-2%	19	0%&-6%	4%&-1%	-2%	·	1%	0%	2%	?
30	O=C(O)CCCNS(=O)(=O)c1ccc(Br)s1	-4%	-3%	0	-9%	-4%	-3%	-3%	3%	8%	-8%	-9%
31	Cc1ccc2nc(-c3cccc(S(=O)(=O)N(C)C)c3)cn2c1	0%	?	6	-15%	34%	?	?	12%	?	3.2µM*	?
